Bioassay records (PubChem BioAssay)
NTR1 agonist – agonists of NTR1, primary screen, imaging, U2OS cells, beta-arrestin-GFP, high content (AID 493036) | NTR1-U2OS beta-arrestin-GFP spot imaging, agonist mode | activation, % at 20 µM | Neurotensin receptor type 1 (Homo sapiens), P30989 | actives 0.17% (n = 330,000);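 active = activation at or above 40% of the spot to cytoplasm intensity ratio, with at least 20 cells analyzed; inconclusive = wells under 20 cells, flagged as cytotoxic or low count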;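 note: 0% = DMSO without peptide and 100% = 100 nM NTR1 peptide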
Target sequence (P30989 whole entry, looked up): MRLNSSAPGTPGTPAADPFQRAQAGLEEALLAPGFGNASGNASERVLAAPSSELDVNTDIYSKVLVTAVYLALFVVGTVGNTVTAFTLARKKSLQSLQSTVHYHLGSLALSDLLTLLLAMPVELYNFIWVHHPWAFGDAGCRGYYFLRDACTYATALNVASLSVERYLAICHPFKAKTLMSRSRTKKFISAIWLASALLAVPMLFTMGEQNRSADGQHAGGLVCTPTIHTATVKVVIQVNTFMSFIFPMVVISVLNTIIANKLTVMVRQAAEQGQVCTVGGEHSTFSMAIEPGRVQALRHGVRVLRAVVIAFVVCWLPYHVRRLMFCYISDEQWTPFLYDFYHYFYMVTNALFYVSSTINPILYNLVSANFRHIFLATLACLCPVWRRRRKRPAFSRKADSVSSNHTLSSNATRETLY
GPR55 beta-arrestin – GPR55 agonists via beta-arrestin recruitment, primary screen, imaging, U2OS cells, beta-arrestin-GFP redistribution (AID 1961); one-dose activation, % at 10 µM; EC50 in µM for titrated hits; actives 0.048% (n = 290,000); U2OS GPR55 beta-arrestin-GFP redistribution imaging; higher % means a stronger effect; G-protein coupled receptor 55 (Homo sapiens);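 active = activation above 40% with more than 50 cells counted in the well; inconclusive = wells holding fewer than 50 cells, flagged as toxic or sparse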;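 note: U2OS osteosarcoma cells stably expressing GPR55 and beta-arrestin-GFP; plate controls were DMSO negative control for no effect and LPI positive control for full effect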
KOR beta-arrestin-1 – KOR agonists, beta-arrestin recruitment, primary screen, cell-based, luminescence, uHTS (AID 1777). activation, % at 10 µM, or EC50 in µM where a hit was titrated. KOR beta-arrestin recruitment, luminescence; higher % means a stronger effect. actives 0.02% (n = 280,000). Kappa-type opioid receptor (Homo sapiens); in the data active = activation above about 50%, passing the limit was not always enough; note: a part of the inactive calls stands beside numbers as strong as those of hits
UTI89 phage lysis – inhibition of K1F phage lysis, E. coli UTI89, bacterial capsule biogenesis inhibitors, alamar blue (AID 488966). E. coli UTI89 K1F phage lysis, alamar blue, 2 h; higher % means a stronger effect. one-dose inhibition, % at 100 µM; IC50 in µM for titrated hits. actives 0.02% (n = 340,000);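 active = phage lysis inhibition, versus mean bacterial control, above a set limit; inconclusive = no clear call, values can overlap the other calls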;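 note: capsule biogenesis inhibitors block K1F phage lysis so surviving cells raise fluorescence; higher fluorescence means more inhibition of phage lysis; actives were called in the ten point dose series up to 300 µM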
GPR35 arrestin U2OS – GPR35 antagonists blocking zaprinast-driven arrestin recruitment, primary screen, imaging, U2OS, beta-arrestin-GFP, zaprinast agonist (AID 2058) | G-protein coupled receptor 35 (Homo sapiens) | U2OS GPR35 beta-arrestin-GFP translocation imaging, zaprinast antagonism; higher % means a stronger effect | inhibition, % at 10 µM, or IC50 in µM where a hit was titrated | actives 0.052% (n = 290,000);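 active = inhibition of at least 50% with at least 30 cells and total cytoplasm GFP at most 10,000,000; inconclusive = under 30 cells or total GFP of 10,000,000 plus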
NOD1 inhibition – NOD1 signaling inhibitors, primary screen, cell-based, luminescence, uHTS (AID 1578). NOD1-driven NF-kB luciferase reporter cells, luminescence; higher % means a stronger effect. inhibition, % at 4 µM; hits with a dose series show EC50 in µM. actives 1% (n = 290,000); in the data active = inhibition mostly above about 36%, no sharp cut-off; inactive = mostly below about 34%;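 note: HEK-293T reporter cells stimulated with the NOD1 agonist gamma-tri-DAP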
Rac1 GTP hydrolysis – MgcRacGAP GTPase-activating activity inhibitors, confirmation, biochemical, ADP Hunter fluorescence; inhibition, % at 30 µM; hits with a dose series show IC50 in µM; Rac GTPase-activating protein 1 (Homo sapiens); AID 624330, 2012; actives 0.6% (n = 340,000); MgcRacGAP-stimulated Rac1 GTP hydrolysis, ADP Hunter fluorescence; higher % means a stronger effect; GST-tagged Rac1 F28L mutant substrate;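 active = first-screen hits whose inhibition reached a set limit at any dose in the follow-up dose series; inconclusive = inhibition above the set first-screen limit but never retested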;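 note: fluorescence reports GDP produced by GAP-driven GTP hydrolysis; strong numbers were not always called active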
GPR55 antagonists – GPR55 antagonists blocking LPI-driven arrestin recruitment, primary screen, imaging, U2OS, beta-arrestin-GFP, LPI agonist (AID 2013) | G-protein coupled receptor 55 (Homo sapiens) | U2OS GPR55 beta-arrestin-GFP translocation imaging, LPI antagonism; higher % means a stronger effect | inhibition, % at 10 µM, or IC50 in µM where a hit was titrated | actives 0.13% (n = 290,000);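 active = spots per cell inhibited over 60%, with over 100 cells counted and total cytoplasm intensity under 500,000; inconclusive = wells with under 100 cells, flagged as likely toxic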;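 note: U2OS cells stably carrying GPR55 and arrestin-GFP stimulated by 5 µM LPI near EC80; imaged beta-arrestin-GFP aggregate spots per cell after agonist stimulation; plate controls were LPI-stimulated DMSO wells for no effect and DMSO wells without LPI for full effect; some results filed as inactive read as strong as hits; confirmed hits need IC50 under 10 µM and bright autofluorescent wells are also inconclusive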
KOR beta-arrestin-2 – KOR antagonists, beta-arrestin recruitment, cell-based, luminescence, uHTS (AID 1778). inhibition, % at 10 µM, or IC50 in µM where a hit was titrated. KOR beta-arrestin recruitment, luminescence, antagonist mode; higher % means a stronger effect. Kappa-type opioid receptor (Homo sapiens). actives 0.091% (n = 290,000); in the data active = inhibition above about 50%; note: strong numbers were not always called active
NTR1 agonist cell count 20 µM – also measured in NTR1 agonist; calls as there; cell count; measured here: cell count, cytotoxicity flag
An asterisk follows results filed as active; ? = inconclusive; . = not tested or not shown; [ ] = remark or other dose. Some of the compounds tested; count on the stated rates, not on these rows.

structure	GPR55 beta-arrestin	NTR1 agonist	UTI89 phage lysis	KOR beta-arrestin-2	NTR1 agonist cell count 20 µM	KOR beta-arrestin-1	Rac1 GTP hydrolysis	GPR35 arrestin U2OS	NOD1 inhibition	GPR55 antagonists
Cc1cccc(NC(=S)NCCc2ccc(F)cc2)c1C	0.2%	0.0	0.1%	-8%[20 µM]	45	-3.3%	6%	2%	-18%	-1%
C/C(=N/NC(=O)CNC(=O)c1ccncc1)c1ccco1	0.0%	-1.3	.	-16%	72	8.1%	.	6%	-6%	-2%
CCCn1nc(NS(=O)(=O)c2cccc3nonc23)c2cc3cc(C)ccc3nc21	-0.1%	1.4	0.0%	-3%	67	3.5%	2%	13%	0%	11%
CCOC(=O)c1cn(Cc2ccccc2)c2cc(C)nn2c1=O	0.5%	0.0	0.5%	31%	43	-7.3%	6%	-5%	-5%	15%
Fc1ccccc1-c1nnc2ccc3ccccc3n12	0.1%	0.6	-0.4%	-14%[20 µM]	57	-3.3%	6%	1%	-12%	-7%
O=C(Nc1ccccc1)c1nnsc1S(=O)c1ccc(Cl)cc1 (stereo not given)	-0.2%	-1.5	-0.2%	10%	30	3.5%	?	-4%	19%	21%
O=C(Cn1c(O)c(/C=C2\C=Nc3ccc(Br)cc32)sc1=O)N1CCCC1	0.0%	1.4	0.3%	-48%	85	2.6%	7%	0%	16%	-18%
Cc1noc(NS(=O)(=O)c2ccc(NC(=O)c3oc4ccc(F)cc4c3C)cc2)c1C	0.0%	-0.6	0.0%	-2%	51	-3.3%	11%	-24%	-26%	4%
O=C1N=c2ccccc2=C1c1sc(=S)n(NC(=O)c2cccc(O)c2)c1O	-0.1%	.	0.3%	-2%	.	-0.8%	16%	-10%	-43%	12%
CCOC(=O)C1=C(N)OC2=C(C(=O)CCC2)C1c1ccco1 (stereo not given)	-0.2%	0.2	0.2%	2%	45	-1.5%	12%	-7%	-2%	-7%
CC(C)CCSc1nc2[nH]ncc2c(=O)[nH]1	-0.1%	2.1	0.7%	-10%	85	-0.5%	4%	-9%	-27%	-3%
CC(Sc1ccsc1[N+](=O)[O-])C(=O)NCCc1ccc(Cl)cc1 (stereo not given)	0.3%	-1.2	0.1%	-26%	90	0.3%	6%	3%	-12%	-11%
Cc1cc(S(=O)(=O)N2CCCC2)ccc1OCC(=O)N1CCC(C(N)=O)CC1	0.2%	-0.4	0.3%	18%[20 µM]	36	.	3%	1%	-30%	8%
O=[N+]([O-])c1cccc(Cl)c1CSc1ccccn1	-0.3%	-1.1	0.0%	3%	93	6.0%	12%	10%	-28%	-5%
Cc1ccc(NC(=O)c2cccc3ccccc23)cc1	-0.1%	-0.7	0.5%	-18%	57	-1.3%	9%	1%	-25%	-2%
CCCCc1ccc(-c2c(C#N)c(N)nc3c2CCCC3)s1	0.0%	-1.5	-1.4%	15%	91	-2.4%	0%	0%	23%	.
COC(=O)c1ccc(NC(=O)CCc2nnc3ccc(NCc4ccco4)nn23)cc1	-0.2%	2.0	0.0%	-31%	55	7.1%	4%	1%	17%	-11%
N#C/C(=N\O)c1nc2ccccc2s1	-0.1%	0.6	3.8%	-10%[20 µM]	38	.	8%	3%	-23%	6%
Cc1nc2ncnn2c(C)c1CCC(=O)N1CCc2ccccc21	0.0%	3.2	-0.3%	22%	72	-2.1%	-3%	8%	43%	-4%
CC(=O)c1cccc(NC(=O)CN(c2ccccc2F)S(C)(=O)=O)c1	0.3%	3.0	6.4%	-38%	60	-0.2%	9%	-2%	5%	-2%
CCCc1cc(=O)oc2cc(OC3CCCCC3=O)ccc12 (stereo not given)	-0.2%	0.0	0.9%[50 µM]	14%	91	2.9%	9%	-1%	2%	3%
C[N+]1(CC2COC3(CCCCC3)O2)CCCCC1 (stereo not given)	-0.3%	0.0	0.4%	20%	47	0.6%	0%	1%	-12%	2%
Cc1nnc(SCc2nc3ccccc3nc2C)s1	-0.1%	1.0	0.4%	1%	46	-1.1%	7%	9%	-8%	-4%
C/C(=N/NC(=O)c1ccc2c(c1)OCO2)c1ccc(NC(=O)c2ccc(F)cc2)cc1	-0.1%	1.3	-0.1%	-10%	58	-1.0%	8%	-5%	-79%	14%
O=C(NC(=S)Nc1cc(S(=O)(=O)N2CCOCC2)ccc1N1CCOCC1)c1ccco1	-0.5%	0.4	-2.3%	26%	46	-8.0%	-5%	4%	-38%	3%

Following part.
structure	GPR55 beta-arrestin	NTR1 agonist	UTI89 phage lysis	KOR beta-arrestin-2	NTR1 agonist cell count 20 µM	KOR beta-arrestin-1	Rac1 GTP hydrolysis	GPR35 arrestin U2OS	NOD1 inhibition	GPR55 antagonists
COc1ccccc1NC(=O)NCCN1CCNC1=O	-0.2%	1.0	0.1%	19%	53	5.5%	8%	9%	-4%	7%
Brc1nc(Br)n(Cc2ccccc2)n1	-0.1%	-1.9	0.3%	23%[20 µM]	46	-5.0%	6%	-7%	-20%	6%
O=C(CN1C(=O)COc2ccccc21)NCCN1CCCC1	-0.1%	0.6	3.9%	-26%	62	-1.9%	8%	7%	-3%	-13%
Cc1cccc(OCc2nnc(SCC(=O)Nc3cccc(C(=O)N4CCOCC4)c3)n2C)c1	0.1%	1.7	0.6%	18%	77	-0.9%	6%	7%	-17%	58%
CC(C)n1cc(/C=N/Nc2ccc(Cl)c(C(=O)O)c2)c2ccccc21	0.8%	-0.4	-0.5%	-16%[20 µM]	67	-0.4%	102µM*	-2%	-67%	-16%
O=S(=O)(Nc1ncccn1)c1ccc(NC(=S)Nc2ccccc2)cc1	0.0%	-0.9	-0.3%	0%	59	-3.6%	5%	11%	-27%	-21%
CC(CCC(=O)O)C1CC[C@@]2(C)C3C(=O)CC4C(C)(C)C(O)CC[C@]4(C)C3C(=O)C[C@]12C (stereo not given in full)	-0.1%	-1.0	2.0%	12%	73	-2.8%	8%	5%	-10%	15%
Cc1ccc(NC2=CC(=O)C(=O)c3ccccc32)cc1	-0.4%	-4.1	4.2%	-24%	85	-1.9%	7%	-4%	-3%	2%
CC(C)Oc1ccc(C2c3c(oc4ccccc4c3=O)C(=O)N2CCCN2CCOCC2)cc1 (stereo not given)	-0.1%	2.4	7.1%	4%	60	-4.4%	6%	15%	-33%	1%
Cc1ccc(NC(=O)N2CCCC(c3ccccc3)C2)cc1 (stereo not given)	-0.1%	-0.9	0.6%[50 µM]	-3%	47	-1.5%	5%	8%	-3%	8%
CCOC(=O)c1c(C)n(CC(COC(C)=O)OC(C)=O)c2ccc(OC(C)=O)cc12 (stereo not given)	0.3%	-1.5	-0.1%	35%	93	-10%	9%	8%	-15%	7%
CC(CN1CCCCCC1)C(=O)NN (stereo not given)	0.0%	-1.0	0.1%	41%	69	-4.9%	7%	3%	14%	0%
N=C1/C(=C\c2ccc(SCc3ccccc3)o2)C(=O)N=C2SC=NN12	-0.3%	-0.5	0.1%	-71%	88	-7.1%	8%	-19%	8%	14%
Cc1ccc(-c2nc3s/c(=C\c4ccco4)c(=O)n3n2)cc1	-0.1%	-0.1	-1.2%[50 µM]	-8%	45	-2.7%	12%	7%	-8%	-15%
Cn1cc(/C=C(\NC(=O)c2ccccc2)C(=O)NCCN2CCOCC2)c2ccccc21	-0.2%	-0.2	0.2%	3%	61	0.6%	0%	-17%	-18%	2%
Cc1ccc(-c2nn(-c3ccccc3)cc2NC(=O)c2ccccc2)cc1	-0.2%	9.1	3.1%[50 µM]	-1%	76	1.0%	4%	3%	-29%	40%
Cc1cc(/C=N/O)c(C)n1-c1ccccc1	-0.2%	-1.2	0.1%	0%	78	1.8%	1%	-2%	-32%	4%
CCOC(=O)c1sc(N)c(C(N)=O)c1C	0.2%	0.3	.	-26%	39	9.3%	.	-3%	34%	-3%
COc1ccc(CN2CCCC(CO)(Cc3ccc(F)cc3)C2)cc1C (stereo not given)	-0.1%	0.1	0.8%	-7%	34	2.0%	4%	10%	-7%	11%
CCCCn1nnnc1NCc1ccc(C)s1	-0.1%	-0.6	0.0%	2%	75	-1.5%	10%	-10%	-24%	6%
Nc1nc(-c2ccccc2)cc(-c2ccccc2O)n1	0.3%	8.8	0.4%[50 µM]	-62%	50	2.6%	4%	15%	-51%	-11%
CC1Sc2ccc(S(=O)(=O)CCC(=O)N3CCN(c4cccc(Cl)c4)CC3)cc2NC1=O (stereo not given)	-0.4%	1.1	0.0%	-40%	68	6.3%	16%	-27%	8%	-16%
Cc1cccc(NC(=O)[C@H](NC(=O)[C@@H]2Cc3ccccc3CN2)c2ccccc2)c1	0.3%	0.7	0.5%	-33%	54	-1.6%	15%	-2%	-22%	-6%
C=CCOC(=O)C1=C(C)NC(C)=C(C(=O)OCC=C)C1/C=C/c1ccccc1	-0.3%	6.3	-0.5%	14%	91	-3.8%	5%	-10%	-31%	42%
O=C(NC1CCCCC1)[C@H](CSCc1ccccc1)N1Cc2ccccc2C1=O	-0.2%	2.8	0.9%	-3%	64	-1.1%	2%	-14%	62%	8%
COc1ccccc1NC(=O)N1CCC(c2nc3cc(C)c(C)cc3[nH]2)CC1	-0.4%	1.4	-0.4%	-129%	86	31%	-9%	1%	28%	-2%
O=C(O)COc1ccc(/C=N/NC(=O)c2cccc3ccccc23)cc1	0.0%	-0.1	0.0%	13%	41	-0.8%	6%	-7%	2%	16%

Record cards (already shown).
`COc1ccccc1NC(=O)NCCN1CCNC1=O` in the list: GPR55 beta-arrestin: -0.2%; NTR1 agonist: 1.0; UTI89 phage lysis: 0.1%; KOR beta-arrestin-2: 19%; NTR1 agonist cell count 20 µM: 53; KOR beta-arrestin-1: 5.5%; Rac1 GTP hydrolysis: 8%; GPR35 arrestin U2OS: 9%; NOD1 inhibition: -4%; GPR55 antagonists: 7%
`CC1Sc2ccc(S(=O)(=O)CCC(=O)N3CCN(c4cccc(Cl)c4)CC3)cc2NC1=O` (stereo not given) in the list: GPR55 beta-arrestin: -0.4%; NTR1 agonist: 1.1; UTI89 phage lysis: 0.0%; KOR beta-arrestin-2: -40%; NTR1 agonist cell count 20 µM: 68; KOR beta-arrestin-1: 6.3%; Rac1 GTP hydrolysis: 16%; GPR35 arrestin U2OS: -27%; NOD1 inhibition: 8%; GPR55 antagonists: -16%
